Compound activity (PubChem)
STK33 inh: STK33 kinase inhibitors, primary screen, biochemical, luminescence, ADP-Glo, MBP substrate. Serine/threonine-protein kinase 33 (Homo sapiens), Q9BYT3. inhibition, % at 12.5 µM. hit rate 0.44% among 27,000. AID 2322, 2010; in the data active means inhibition above about 20%
Target sequence (Q9BYT3 whole entry, looked up): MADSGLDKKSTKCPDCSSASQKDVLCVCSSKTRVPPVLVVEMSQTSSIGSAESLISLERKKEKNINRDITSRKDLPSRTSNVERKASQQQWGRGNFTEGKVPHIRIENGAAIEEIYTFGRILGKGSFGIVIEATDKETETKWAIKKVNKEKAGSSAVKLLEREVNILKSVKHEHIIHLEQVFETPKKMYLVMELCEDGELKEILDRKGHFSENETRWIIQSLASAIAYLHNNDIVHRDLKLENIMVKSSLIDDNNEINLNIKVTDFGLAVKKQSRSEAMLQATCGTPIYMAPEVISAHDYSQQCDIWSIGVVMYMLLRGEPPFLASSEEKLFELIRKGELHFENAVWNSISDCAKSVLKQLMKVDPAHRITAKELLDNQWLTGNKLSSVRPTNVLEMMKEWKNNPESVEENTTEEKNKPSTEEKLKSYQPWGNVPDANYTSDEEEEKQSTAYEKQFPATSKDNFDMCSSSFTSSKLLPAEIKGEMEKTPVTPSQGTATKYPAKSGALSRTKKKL
mut p53 react: mutant p53 pathway re-activators, primary screen, cell-based, SW480, luciferase, single point, HTS; AID 624151, 2012; SW480 PUMA-promoter luciferase, p53 mutant reactivation; activation, % at 9.98 µM; hit rate 1.5% among 28,000; in the data active means activation above about 52%
* = called active by the depositor; . = not tested or not shown.

SMILES	STK33 inh	mut p53 react
C[C@@H]1CN([C@H](C)CO)C(=O)c2cccc(NS(=O)(=O)c3cccs3)c2O[C@H]1CN(C)S(=O)(=O)c1ccc(Cl)cc1	.	4
Cc1ccc(NC(=O)Cn2cnc3sc(C(=O)OC(C)C)c(C)c3c2=O)cc1	-2	-44
Cc1c(NC(=S)NCc2ccccn2)c(=O)n(-c2ccccc2)n1C	1	0
Cc1nn(C(=O)Cn2nc([N+](=O)[O-])cc2C)c(C)c1Cl	-1	14
Cc1ccccc1Nc1nnc(C)c(=O)n1N	.	4
C[C@@H]1CCCCO[C@H](CN(C)C)[C@@H](C)CN([C@H](C)CO)C(=O)c2cc(NC(=O)Nc3ccccc3)ccc2O1	-8	-6
C[C@H]1CN([C@@H](C)CO)C(=O)Cc2cc(N(C)C)ccc2O[C@@H]1CN(C)C(=O)NC1CCCCC1	-6	.
O=C(CCCOc1ccc(Cl)cc1Cl)Nc1c[nH]c(=O)[nH]c1=O	5	11
CNC[C@@H]1Oc2c(NS(=O)(=O)c3cccs3)cccc2C(=O)N([C@H](C)CO)C[C@H]1C	.	-2
CC(C)(C)c1ccc(OCC(=O)Nc2ccc(C(=O)Nc3ccccc3C(=O)O)cc2)cc1	2	6
C[C@@H]1CN([C@@H](C)CO)C(=O)c2cc(NC(=O)C3CC3)ccc2O[C@@H]1CN(C)C(=O)Nc1ccc(F)cc1	.	4
C[C@@H]1CN([C@H](C)CO)C(=O)Cc2cc(NC(=O)c3ccncc3)ccc2O[C@H]1CN(C)Cc1ccc(Cl)c(Cl)c1	2	.
Cc1ccc2c(c1)c(C)c(C)n2CC(O)Cn1nc(C)c(Br)c1C (configuration not stated)	6	-3
CCn1c(SCC(=O)Nc2cc(Cl)cc(Cl)c2)nnc1-c1ccc(C)cc1	-3	2
C[C@@H]1CCCCO[C@@H](CN(C)C(=O)Nc2ccc3c(c2)OCO3)[C@@H](C)CN([C@H](C)CO)C(=O)c2cc(NS(=O)(=O)c3ccc(Cl)cc3)ccc2O1	2	.
Cc1ccc(S(=O)(=O)Nc2ccc3c(c2)CC(=O)N([C@H](C)CO)C[C@@H](C)[C@H](CN(C)C(=O)Nc2ccc4c(c2)OCO4)O3)cc1	1	.
CC(C)NC(=O)N(C)C[C@@H]1Oc2ccc(NS(=O)(=O)c3cccs3)cc2CC(=O)N([C@@H](C)CO)C[C@H]1C	.	3
C[C@@H]1CN([C@@H](C)CO)C(=O)c2cc(NC(=O)Nc3ccccc3)ccc2O[C@@H]1CN(C)CC1CC1	.	2
COc1ccc2c(c1)N(C(=O)CSc1nnc(C)n1-c1ccc(F)cc1)C(C)(C)C=C2C	0	12
C[C@H](CO)N1C[C@H](C)[C@H](CN(C)C(=O)Nc2ccc3c(c2)OCO3)Oc2ccc(NS(=O)(=O)c3ccc(Cl)cc3)cc2CC1=O	6	.
CC(=O)c1cccc(NC(=O)CCCn2cc([N+](=O)[O-])cn2)c1	-3	-2
COC(=O)c1c(NC(=O)c2ccc(C)c(S(=O)(=O)Nc3ccccc3C)c2)sc2c1CCCC2	1	-17
C[C@@H]1CN([C@H](C)CO)C(=O)c2cc(NC(=O)Nc3ccc(C(F)(F)F)cc3)ccc2O[C@H]1CN(C)Cc1ccccc1	0	.
Cc1noc(C)c1NC(=O)N(C)C[C@H]1OCCCC[C@H](C)Oc2ccc(NS(=O)(=O)c3cccs3)cc2C(=O)N([C@@H](C)CO)C[C@H]1C	.	6
CC(C)COC(=O)N(C)C[C@@H]1OCc2cn(nn2)CCCC(=O)N([C@@H](C)CO)C[C@@H]1C	-1	.

Grouped by structure: the entries above with an aryl thioether with sulfur outside any ring
SMILES	STK33 inh	mut p53 react
CCn1c(SCC(=O)Nc2cc(Cl)cc(Cl)c2)nnc1-c1ccc(C)cc1	-3	2
COc1ccc2c(c1)N(C(=O)CSc1nnc(C)n1-c1ccc(F)cc1)C(C)(C)C=C2C	0	12

Entries above that have a thiophene ring, fused or not:
SMILES	STK33 inh	mut p53 react
C[C@@H]1CN([C@H](C)CO)C(=O)c2cccc(NS(=O)(=O)c3cccs3)c2O[C@H]1CN(C)S(=O)(=O)c1ccc(Cl)cc1	.	4
Cc1ccc(NC(=O)Cn2cnc3sc(C(=O)OC(C)C)c(C)c3c2=O)cc1	-2	-44
CNC[C@@H]1Oc2c(NS(=O)(=O)c3cccs3)cccc2C(=O)N([C@H](C)CO)C[C@H]1C	.	-2
CC(C)NC(=O)N(C)C[C@@H]1Oc2ccc(NS(=O)(=O)c3cccs3)cc2CC(=O)N([C@@H](C)CO)C[C@H]1C	.	3
COC(=O)c1c(NC(=O)c2ccc(C)c(S(=O)(=O)Nc3ccccc3C)c2)sc2c1CCCC2	1	-17
Cc1noc(C)c1NC(=O)N(C)C[C@H]1OCCCC[C@H](C)Oc2ccc(NS(=O)(=O)c3cccs3)cc2C(=O)N([C@@H](C)CO)C[C@H]1C	.	6

The list continues.
SMILES	STK33 inh	mut p53 react
O=C(CSc1nc2ccccc2[nH]1)Nc1ccc(I)cc1	-4	6
Cc1noc(C)c1NC(=O)Nc1ccc2c(c1)C(=O)N([C@H](C)CO)C[C@H](C)[C@@H](CN(C)C(=O)NC(C)C)OCCCC[C@@H](C)O2	-2	7
C[C@H](CO)N1C[C@H](C)[C@H](CN(C)C(=O)Nc2ccccc2)Oc2ccc(NC(=O)Nc3cccc4ccccc34)cc2CC1=O	2	.
CNC[C@H]1Oc2ccc(NS(=O)(=O)c3ccc(OC)cc3)cc2CC(=O)N([C@@H](C)CO)C[C@H]1C	1	.
C[C@H]1CN([C@@H](C)CO)C(=O)Cc2cc(NC(=O)Cc3ccccc3)ccc2O[C@H]1CN(C)Cc1ccc(Oc2ccccc2)cc1	1	.
C[C@H](CO)N1C[C@H](C)[C@@H](CN(C)C(=O)Nc2cccc3ccccc23)Oc2ccc(NC(=O)CCC(F)(F)F)cc2C1=O	.	3
C[C@H]1CCCCO[C@@H](CN(C)C(=O)Nc2ccccc2)[C@@H](C)CN([C@@H](C)CO)C(=O)c2cc(NC(=O)Cc3ccccc3)ccc2O1	.	0
COCC#Cc1ccc2c(c1)O[C@@H](CN(C)Cc1ccc3c(c1)OCO3)[C@@H](C)CN([C@H](C)CO)S2(=O)=O	.	-17
C[C@H]1CN([C@@H](C)CO)C(=O)c2cc(NC(=O)C3CC3)ccc2O[C@@H]1CN(C)C(=O)Nc1ccccc1	-1	2
CC(=O)OC1=C(C(=O)c2ccccc2)N(C)S(=O)(=O)c2ccccc21	.	-15
CC(C)(C)c1ccc(S(=O)(=O)N2CCN(c3ccc([N+](=O)[O-])c(NCc4cccnc4)c3)CC2)cc1	-2	-9
O=C(Nc1cc(C(F)(F)F)cc(C(F)(F)F)c1)c1cc(Cl)ccc1O	.	-74
C[C@H]1CN([C@@H](C)CO)C(=O)c2cccc(NS(C)(=O)=O)c2O[C@@H]1CN(C)Cc1ccccc1	.	-2
Cc1ccccc1S(=O)(=O)N[C@H]1CCN(Cc2cccc(OCCO)c2)C1	-2	.
C[C@@H]1CCCCO[C@H](CN(C)C(=O)Nc2cccc3ccccc23)[C@@H](C)CN([C@H](C)CO)C(=O)c2cc(NC(=O)c3ccncc3)ccc2O1	3	-15
COc1ccc(S(=O)(=O)Nc2cccc3c2O[C@H](CN(C)C(=O)NC2CCCCC2)[C@H](C)CN([C@H](C)CO)C3=O)cc1	.	7
C[C@@H]1CN([C@@H](C)CO)C(=O)Cc2cc(NC(=O)C3CC3)ccc2O[C@H]1CN(C)S(=O)(=O)c1cccs1	.	5
C[C@@H]1CN([C@@H](C)CO)C(=O)c2cc(C#Cc3ccccc3F)cnc2O[C@@H]1CN(C)C(=O)Cc1ccccc1	.	1
Cc1cc(=O)oc2n[nH]c(CSc3ccc(Cl)cc3)c12	.	-10
C[C@@H]1CCCCO[C@H](CN(C)C(=O)Nc2ccc(F)cc2)[C@@H](C)CN([C@H](C)CO)C(=O)c2cc(NC(=O)C3CCCCC3)ccc2O1	-1	.
CCn1c(SCC(=O)Nc2ccc(F)cc2F)nnc1-c1cccs1	2	2
CCc1cccc(C)c1NC(=O)CSc1nnc(-c2ccccc2)n1-c1ccccc1	-1	-1
CC(C)NC(=O)N(C)C[C@H]1OCCCC[C@@H](C)Oc2ccc(NC(=O)c3ccccc3)cc2C(=O)N([C@H](C)CO)C[C@@H]1C	-1	8
Cc1cc(NC(=O)CSc2nc3ccccc3[nH]2)ccc1Cl	0	28
Cc1ccc(S(=O)(=O)Nc2ccc3c(c2)C(=O)N([C@H](C)CO)C[C@@H](C)[C@H](CN(C)C(=O)Nc2ccc(F)cc2)O3)cc1	1	.

(further entries)
SMILES	STK33 inh	mut p53 react
C[C@H]1CN([C@@H](C)CO)C(=O)Cc2cc(NC(=O)Cc3cn(C)c4ccccc34)ccc2O[C@H]1CN(C)C(=O)Nc1ccc(F)cc1	0	.
C[C@H](O)C#Cc1cnc2c(c1)C(=O)N([C@H](C)CO)C[C@@H](C)[C@@H](CN(C)Cc1cccc(F)c1)O2	.	-5
O=C(CSc1nnc(-c2ccccc2O)n1-c1ccccc1)N1CCN(c2ccccc2)CC1	0	-25
COc1ccccc1S(=O)(=O)N(C)C[C@H]1Oc2cc(C#CCC3CCCC3)ccc2S(=O)(=O)N([C@@H](C)CO)C[C@@H]1C	.	-40
O=C(CSC1CC(=O)N(c2ccc(OC(F)(F)F)cc2)C1=O)Nc1ccc(Cl)cc1 (configuration not stated)	-3	5
Cc1ccc(S(=O)(=O)N(C)C[C@H]2Oc3ccc(NC(=O)Nc4ccc5c(c4)OCO5)cc3CC(=O)N([C@@H](C)CO)C[C@@H]2C)cc1	9	.
COc1ccc(NC(=O)Cn2nnc(-c3ccccc3Cl)n2)cc1Cl	0	-1
C[C@H](CO)N1C[C@H](C)[C@H](CN(C)C(=O)C2CCCCC2)OCCCC[C@H](C)Oc2ccc(NS(=O)(=O)c3cn(C)cn3)cc2C1=O	.	-1
CSc1ccc(CN(CCO)CCO)cc1	-1	13
C[C@H](CO)N1C[C@H](C)[C@H](CN(C)S(=O)(=O)c2cn(C)cn2)Oc2ccc(NC(=O)c3ccncc3)cc2CC1=O	0	1
Cc1cccc(C)c1OCC(=O)Nc1ccccc1C(=O)NC1CCCCC1	3	12
C[C@H]1CN([C@@H](C)CO)C(=O)Cc2cc(NC(=O)Cc3ccccc3)ccc2O[C@@H]1CN(C)C(=O)Nc1ccccc1	-1	5
OCCCNc1ncnc2scc(-c3ccc(Br)cc3)c12	3	-18
COc1ccc(C#Cc2ccc3c(c2)[C@]2(C(=O)N3)[C@H](c3ccc(O)cc3)N3[C@H](c4ccccc4)[C@H](c4ccccc4)OC(=O)[C@H]3[C@@H]2C(=O)O)cc1	6	.
COc1ccc(C)cc1N(CC(=O)Nc1c(C)cc(C)cc1C)S(C)(=O)=O	0	-3
O=C(CN1C(=O)C2C3CCC(C3)C2C1=O)Nc1cccc(C(=O)O)c1 (configuration not stated)	6	-1
COc1ccc(NC(=O)C(C)Sc2nnc3c4c(nc(-c5ccc(OC)cc5)n23)CC(C)(C)OC4)cc1 (configuration not stated)	2	0
COc1ccc(CN(C)C[C@@H]2OCCCC[C@@H](C)Oc3ccc(NC(=O)Nc4c(C)noc4C)cc3C(=O)N([C@H](C)CO)C[C@@H]2C)cc1	.	4
CC(C)CC#Cc1ccc2c(c1)O[C@H](CN(C)Cc1cccc(F)c1)[C@H](C)CN([C@@H](C)CO)S2(=O)=O	.	-35
C[C@@H]1CN([C@@H](C)CO)C(=O)c2cccc(NS(C)(=O)=O)c2O[C@H]1CN(C)S(=O)(=O)c1cn(C)cn1	.	5
C[C@@H]1CN([C@@H](C)CO)C(=O)CCCn2nncc2CO[C@@H]1CN(C)C(=O)Cc1ccccc1	3	.
C[C@H](CO)N1C[C@H](C)[C@@H](CN(C)C(=O)Nc2ccc3c(c2)OCO3)Oc2ccc(NC(=O)CCC(F)(F)F)cc2C1=O	.	19
COc1cc2c(cc1O)C=[N+](Cc1cc3c(cc1Br)OCO3)CC2	2	.
COCC#Cc1ccc2c(c1)O[C@H](CN(C)C(=O)Nc1ccc(OC)cc1)[C@H](C)CN([C@@H](C)CO)S2(=O)=O	.	6
COc1ccc(CN(C)C[C@H]2Oc3c(NC(=O)NC4CCCCC4)cccc3C(=O)N([C@@H](C)CO)C[C@@H]2C)cc1	.	-10

Copied from the entries so far (2 entries):
SMILES	STK33 inh	mut p53 react
C[C@H]1CN([C@@H](C)CO)C(=O)Cc2cc(NC(=O)Cc3cn(C)c4ccccc34)ccc2O[C@H]1CN(C)C(=O)Nc1ccc(F)cc1	0	.
C[C@H](O)C#Cc1cnc2c(c1)C(=O)N([C@H](C)CO)C[C@@H](C)[C@@H](CN(C)Cc1cccc(F)c1)O2	.	-5

Additional results
SMILES	STK33 inh	mut p53 react
COc1cc(C)c2c(=O)c3c(O)cc(O)cc3oc2c1	3	.
C[C@@H]1CN([C@@H](C)CO)C(=O)c2cc(NC(=O)Cc3ccccc3)ccc2O[C@@H]1CN(C)Cc1ccc(Cl)c(Cl)c1	-2	-5
C[C@@H]1CCCCO[C@H](CN(C)Cc2ccc(C(F)(F)F)cc2)[C@@H](C)CN([C@H](C)CO)C(=O)c2cc(NS(=O)(=O)c3cccs3)ccc2O1	-3	.
CC(C)NC(=O)Nc1ccc2c(c1)C(=O)N([C@H](C)CO)C[C@H](C)[C@H](CN(C)S(C)(=O)=O)OCCCC[C@H](C)O2	.	5
CC(=O)c1ccc(NC(=O)CSc2nnc3n(-c4ccccc4)c(=O)c4c5c(sc4n23)COC(C)(C)C5)cc1	3	23
COc1ccc(NC(=O)Nc2ccc3c(c2)CC(=O)N([C@H](C)CO)C[C@@H](C)[C@@H](CN(C)Cc2ccc(Oc4ccccc4)cc2)O3)cc1	5	.
CCCC(O)C#Cc1cnc2c(c1)C(=O)N([C@H](C)CO)C[C@H](C)[C@H](CN(C)C(=O)Nc1c(C)noc1C)O2 (some centres not stated)	-6	.
O=C(COc1ccccc1[N+](=O)[O-])Nc1cc(-c2nc3ccccc3o2)ccc1Cl	5	15

These rows are one share of the data; the hit share may differ from the screen's.
